# Compound activity as filed in PubChem BioAssay.
# TcdB inh: inhibitors of Clostridioides difficile toxin B glycohydrolase; P18177; TcdB glycohydrolase enzymatic assay, plate reader; inhibition, % at 9.99 µM; 350,000 tested, 0.24% active; AID 652162; in the data active = inhibition above about 10%
# Active calls of the source: *; & = joins results of further samples. Only part of the results is shown (hit frequency here may not be typical).
SMILES,TcdB inh
C[C@@H]1CN([C@@H](C)CO)C(=O)c2cc(NC(=O)Nc3ccc(C(F)(F)F)cc3)ccc2O[C@@H]1CN(C)Cc1ccc(Oc2ccccc2)cc1,-1.2
O=C(C[C@H]1C=C[C@H](NC(=O)c2ccc(F)cc2)[C@H](CO)O1)NCc1ccncn1,-13
CO[C@@H]1CC[C@@H]2CCN(C)C(=O)[C@@H](C)[C@H](OC)CN(C)C(=O)c3cc(C#N)ccc3OC[C@@H]1O2,-2.7
CN(C)CC(=O)Nc1ccc2c(c1)[C@H]1C[C@@H](CC(=O)N(C)C)O[C@H](CO)[C@H]1O2,-1.5
COCC(=O)Nc1ccc2c(c1)OC[C@@H](C)N(C(=O)c1ccncc1)C[C@H](C)[C@H](OC)CN(C)C2=O,0.3
CCCNC(=O)C[C@@H]1CC[C@@H]2[C@H](COC[C@@H](O)CN2C(=O)c2ccccn2)O1,-0.8
CCS(=O)(=O)Nc1ccc2c(c1)C(=O)N(C)[C@@H]1CC[C@H](CC(=O)NC3CCCCC3)O[C@@H]1CO2,0.2
COc1ccc(S(=O)(=O)Nc2ccc3c(c2)C(=O)N([C@@H](C)CO)C[C@@H](C)[C@H](CN(C)S(=O)(=O)c2ccc(C)cc2)O3)cc1,-2.1
CO[C@@H]1CN(C)C(=O)c2cc(NC(=O)Cc3ccccc3)ccc2OC[C@@H](C)N(CC2CC2)C[C@@H]1C,0.2
Cc1ccc(S(=O)(=O)Nc2ccc3c(c2)CC(=O)N([C@@H](C)CO)C[C@H](C)[C@H](CN(C)C(=O)Nc2ccc(C(F)(F)F)cc2)O3)cc1,1.4
CC(C)NC(=O)N(C)C[C@H]1Oc2ccc(NC(=O)c3ccncc3)cc2C(=O)N([C@@H](C)CO)C[C@@H]1C,0.3
C[C@H]1CN([C@@H](C)CO)C(=O)c2cc(-c3ccccc3F)cnc2O[C@H]1CN(C)Cc1cccc(C(=O)O)c1,-3.3
O=C(Nc1ccccc1)N[C@@H]1CC[C@H](CCNS(=O)(=O)c2cccc(F)c2)O[C@H]1CO,1.4
O=C(CN1CCOCC1)NCC[C@H]1CC[C@@H](NC(=O)Cc2ccccn2)[C@@H](CO)O1,-0.3
COCC#Cc1ccc([C@@H]2[C@@H](CO)N3CCCCN(Cc4cccnc4)C[C@@H]23)cc1,-1.4
O=C(c1cnccn1)N1CC(=O)N2[C@H](C1)[C@H](c1ccc(/C=C/c3ccccc3)cc1)[C@@H]2CO,0.6
O=C(C[C@@H]1C=C[C@@H](NS(=O)(=O)c2cccc(F)c2)[C@H](CO)O1)NCc1ccc2c(c1)OCO2,-2.0
CNC(=O)C[C@@H]1CC[C@@H]2[C@H](COC[C@@H](O)CN2C(=O)Nc2ccc(Cl)c(Cl)c2)O1,-1.1
C[C@H]1CCCCO[C@H](CN(C)Cc2ccncc2)[C@@H](C)CN([C@@H](C)CO)C(=O)c2cc(NC(=O)NC3CCCCC3)ccc2O1,1.1
COCCOC(=O)N1C(=O)[C@@]2(c3cc(C#CC4(O)CCCCCC4)ccc31)[C@H](c1ccc(OCCO)cc1)N1[C@H](c3ccccc3)[C@H](c3ccccc3)OC(=O)[C@H]1[C@@H]2C(=O)N1CCN(c2ncccn2)CC1,0.1

# Quoted from the listing.
# Reading of CO[C@@H]1CN(C)C(=O)c2cc(NC(=O)Cc3ccccc3)ccc2OC[C@@H](C)N(CC2CC2)C[C@@H]1C under TcdB inh: 0.2
# Reading of O=C(C[C@@H]1C=C[C@@H](NS(=O)(=O)c2cccc(F)c2)[C@H](CO)O1)NCc1ccc2c(c1)OCO2 under TcdB inh: -2.0
# Reading of CNC(=O)C[C@@H]1CC[C@@H]2[C@H](COC[C@@H](O)CN2C(=O)Nc2ccc(Cl)c(Cl)c2)O1 under TcdB inh: -1.1
# Reading of O=C(c1cnccn1)N1CC(=O)N2[C@H](C1)[C@H](c1ccc(/C=C/c3ccccc3)cc1)[C@@H]2CO under TcdB inh: 0.6
# Reading of CN(C)CC(=O)Nc1ccc2c(c1)[C@H]1C[C@@H](CC(=O)N(C)C)O[C@H](CO)[C@H]1O2 under TcdB inh: -1.5

# More results
SMILES,TcdB inh
CNC[C@H]1Oc2ccc(NS(=O)(=O)c3ccc(Cl)cc3)cc2C(=O)N([C@H](C)CO)C[C@@H]1C,-0.9
CO[C@@H]1CN(C)C(=O)c2ccc(NS(=O)(=O)c3cn(C)cn3)cc2OC[C@@H](C)N(C)C[C@@H]1C,-0.6
COc1ccc(NC(=O)N[C@@H]2C=C[C@H](CC(=O)NC3CCCCC3)O[C@@H]2CO)cc1,0.9
N#Cc1cccc(-c2ccc(C3[C@H]4CNC[C@@H]3N4C(=O)Nc3ccc(F)cc3)cc2)c1 (stereo not given in full),-0.8&0.1
CC(=O)N(C)C[C@H]1Oc2cc(Br)ccc2S(=O)(=O)N([C@H](C)CO)C[C@H]1C,-0.4
C[C@@H]1CN([C@@H](C)CO)C(=O)c2cc(NC(=O)NC3CCCCC3)ccc2O[C@@H](C)CCCCO[C@H]1CN(C)Cc1ccc(Cl)c(Cl)c1,-0.8
CCC(=O)N1[C@@H](CO)[C@@H](c2ccccc2)[C@@H]1CN(CC)C(=O)NC1CCCC1,-0.5
C[C@H](CO)N1C[C@H](C)[C@@H](CN(C)C(=O)Cc2ccccn2)Oc2ncc(C#C[C@@H](C)O)cc2C1=O,-0.4
C[C@@H]1CN([C@@H](C)CO)C(=O)c2cc(C#CCN(C)C)cnc2O[C@H]1CN(C)Cc1ccc(C(=O)O)cc1,-15
C[C@H](CO)N1C[C@H](C)[C@@H](CN(C)CC2CC2)OCCCC[C@H](C)Oc2ccc(NC(=O)Nc3ccc(F)cc3)cc2C1=O,-0.7
O=C(C[C@H]1CC[C@H]2[C@@H](COC[C@H](O)CN2Cc2cccc(F)c2)O1)NCc1cccc(F)c1,-0.9
N#C[C@H]1[C@@H](c2ccc(-c3cccnc3)cc2)[C@@H](CO)N1C(=O)C1CC1,0.4
O=C(c1ccc2c(c1)OCO2)N1CC[C@H]2[C@H](CO)Nc3ccc(-c4ccc(F)cc4)cc3[C@H]21,1.2
C[C@@H]1CN([C@H](C)CO)C(=O)c2cc(NC(=O)Nc3ccc(F)cc3)ccc2O[C@@H](C)CCCCO[C@@H]1CN(C)Cc1ccccc1,-0.4
O=C(Nc1ccc2c(c1)[C@H]1C[C@H](CC(=O)N3CCOCC3)O[C@@H](CO)[C@H]1O2)NC1CCCCC1,-1.2
C[C@H]1CN([C@@H](C)CO)C(=O)c2cc(NC(=O)CCCCCC(=O)Nc3ccccc3N)ccc2O[C@@H]1CN(C)S(C)(=O)=O,0.1
CO[C@@H]1CN(C)C(=O)c2ccc(NS(C)(=O)=O)cc2OC[C@H](C)N(Cc2cncnc2)C[C@@H]1C,1.5
COc1ccc(CN(C)C[C@H]2Oc3ccc(NS(=O)(=O)c4ccccc4)cc3C(=O)N([C@H](C)CO)C[C@H]2C)cc1,1.3
Cc1ccc(-c2ccc3c(c2)O[C@H](CN(C)CC2CC2)[C@H](C)CN([C@H](C)CO)S3(=O)=O)cc1,1.7
CCCNC(=O)N1CC2(C1)[C@@H](c1ccccc1)[C@H](CO)N2C(=O)C1CC1,-1.0

# Ordered by SMILES length (smallest number first): some entries from above
SMILES,TcdB inh
CCC(=O)N1[C@@H](CO)[C@@H](c2ccccc2)[C@@H]1CN(CC)C(=O)NC1CCCC1,-0.5
CO[C@@H]1CN(C)C(=O)c2ccc(NS(=O)(=O)c3cn(C)cn3)cc2OC[C@@H](C)N(C)C[C@@H]1C,-0.6
C[C@@H]1CN([C@@H](C)CO)C(=O)c2cc(C#CCN(C)C)cnc2O[C@H]1CN(C)Cc1ccc(C(=O)O)cc1,-15

# (list continues)
SMILES,TcdB inh
Cc1ccc(S(=O)(=O)Nc2ccc3c(c2)C(=O)N([C@H](C)CO)C[C@@H](C)[C@@H](CN(C)C(=O)Nc2cccc4ccccc24)OCCCC[C@@H](C)O3)cc1,-1.2
C[C@H](CO)N1C[C@H](C)[C@H](CN(C)CC2CC2)Oc2ccc(NC(=O)CCC(F)(F)F)cc2C1=O,-0.4
CCS(=O)(=O)N[C@H]1CC[C@@H](CC(=O)NCc2ccccn2)O[C@H]1CO,0.6
O=C(c1ccccc1)N1CC(=O)N2[C@@H](CO)[C@H](c3ccc(-c4ccccc4)cc3)[C@@H]2C1,-3.6
C[C@@H]1CN([C@@H](C)CO)C(=O)c2cc(NS(=O)(=O)c3ccc(Cl)cc3)ccc2O[C@H]1CN(C)C(=O)Nc1cccc2ccccc12,-0.1
C[C@H]1CN([C@@H](C)CO)C(=O)c2cc(-c3ccc(F)cc3)cnc2O[C@@H]1CN(C)Cc1ccc(C(=O)O)cc1,-1.5
C=CC1C2C(C)=CC(C3C(=O)N(C)C(=O)C32)N1Cc1ccc(OC)cc1 (stereo not given),-0.8
CCCNC(=O)N1C[C@@H](O)COC[C@H]2O[C@@H](CC(=O)NCc3ccc(Cl)c(Cl)c3)CC[C@@H]21,-1.0
C[C@@H]1CN([C@H](C)CO)C(=O)c2cc(NS(=O)(=O)c3ccccc3)ccc2O[C@H]1CN(C)Cc1ccc(C(F)(F)F)cc1,1.3
CO[C@H]1CN(C)C(=O)c2ccc(NC(=O)Nc3ccccc3)cc2OC[C@H](C)N(C(=O)CC2CC2)C[C@@H]1C,0.2
CC=Cc1ccc2n(c1=O)C[C@H]1[C@H](CO)[C@@H](C(=O)N3CCCCC3)[C@@H]2N1CC1CCCC1 (mixture of isomers),0.1
Cc1ccc(-c2ccc3c(c2)O[C@H](CN(C)Cc2ccc(F)cc2)[C@H](C)CN([C@H](C)CO)S3(=O)=O)cc1,-0.1
C[C@@H](NC(=O)C[C@@H]1CC[C@H](NC(=O)C2CCC2)[C@H](CO)O1)c1ccccc1,1.9
C[C@H](CO)N1C[C@H](C)[C@H](CN(C)S(=O)(=O)c2ccccc2)OCCCC[C@H](C)Oc2ccc(NC(=O)Cc3ccccc3)cc2C1=O,-1.3
O=C(N[C@@H]1C=C[C@@H](CC(=O)N2CCOCC2)O[C@@H]1CO)c1ccccn1,-1.6
COc1ccccc1-c1cnc2c(c1)C(=O)N([C@@H](C)CO)C[C@@H](C)[C@H](CN(C)Cc1ccccc1)O2,0.5
COc1cccc(NC(=O)N(C)C[C@H]2Oc3ncc(C#Cc4ccncc4)cc3C(=O)N([C@H](C)CO)C[C@H]2C)c1,0.1
C[C@@H]1CN([C@@H](C)CO)C(=O)Cc2cc(NS(=O)(=O)c3ccccc3)ccc2O[C@H]1CN(C)Cc1ccc(C(=O)O)cc1,-0.6
C[C@H](CO)N1C[C@H](C)[C@H](CN(C)Cc2ccc(C(F)(F)F)cc2)Oc2ccc(NS(C)(=O)=O)cc2CC1=O,1.6
C[C@@H]1CCCCO[C@@H](CN(C)C(=O)CCC(F)(F)F)[C@H](C)CN([C@@H](C)CO)C(=O)c2cc(NS(=O)(=O)c3ccc(F)cc3)ccc2O1,1.3
Cn1cnc(S(=O)(=O)N2CC[C@@H]3[C@H]2c2cc(-c4ccc(F)cc4)ccc2N[C@@H]3CO)c1,-0.6
CC(C)CC#Cc1cnc2c(c1)C(=O)N([C@H](C)CO)C[C@H](C)[C@@H](CN(C)C(=O)NC1CCCC1)O2,-0.9
COc1ccc(S(=O)(=O)N[C@H]2CC[C@@H](CCNC(=O)Cc3ccccn3)O[C@@H]2CO)cc1,0.0
CO[C@@H]1CN(C)C(=O)c2cc(NC(C)=O)ccc2OC[C@H](C)N(C(=O)c2ccccn2)C[C@@H]1C,0.0
C[C@@H]1CCCCO[C@@H](CN(C)C)[C@H](C)CN([C@H](C)CO)C(=O)c2cc(NS(=O)(=O)c3ccc(Cl)cc3)ccc2O1,-2.1
O=C(C[C@@H]1CC[C@H]2[C@@H](COC[C@H](O)CN2C(=O)c2ccccc2F)O1)NCc1ccc(Cl)c(Cl)c1,-0.6
COCC#Cc1ccc2c(c1)O[C@H](CN(C)CC1CCOCC1)[C@@H](C)CN([C@@H](C)CO)S2(=O)=O,0.3
N#C[C@@H]1[C@H](c2ccc(C3=CCCC3)cc2)[C@H](CO)N1C(=O)c1ccccn1,1.1
COc1ccccc1S(=O)(=O)N(C)C[C@H]1Oc2ncc(-c3ccc(C)cc3)cc2C(=O)N([C@H](C)CO)C[C@H]1C,-1.1
CO[C@H]1CN(C)C(=O)c2ccc(NC(=O)Nc3cccc(Cl)c3)cc2OC[C@H](C)N(C(=O)Nc2c(C)noc2C)C[C@H]1C,0.6
COc1cccc(S(=O)(=O)N[C@H]2CC[C@H](CC(=O)NCc3ccccc3)O[C@H]2CO)c1,0.6
CCC(=O)N1CCC2(CC1)CN[C@H](CO)c1c2c2ccc(OC)cc2n1C,0.8
CCC(=O)N[C@H]1CC[C@@H](CC(=O)NCCN2CCCCC2)O[C@@H]1CO,-0.3
C[C@@H]1CN([C@H](C)CO)C(=O)Cc2cc(NC(=O)C3CC3)ccc2O[C@H]1CN(C)Cc1ccc(-c2ccccc2)cc1,0.5
O=C(C[C@H]1C=C[C@@H](NC(=O)Nc2cccc(F)c2)[C@@H](CO)O1)NCC1CC1,0.6
COC(=O)C[C@@H]1CC[C@@H]2[C@H](COc3ccc(NC(=O)Nc4cccc(C)c4)cc3C(=O)N2C)O1,1.3
COCC(=O)Nc1ccc2c(c1)C(=O)N(C)C[C@H](OC)[C@H](C)CN(C(=O)NC(C)C)[C@H](C)CO2,-2.2
Cc1ccc(S(=O)(=O)N(C)C[C@@H]2OCCCC[C@@H](C)Oc3ccc(NS(=O)(=O)c4cccs4)cc3C(=O)N([C@H](C)CO)C[C@@H]2C)cc1,-3.3
C[C@@H](NC(=O)[C@@H]1[C@@H](CO)[C@@H]2Cn3c(cccc3=O)[C@H]1N2C(=O)C1CC1)c1ccccc1,0.1
CCNC(=O)C[C@@H]1CC[C@@H](NC(=O)NC2CCCCC2)[C@H](CO)O1,1.3
COCC(=O)N1CCC2(CC1)CN(C(=O)CN1CCOCC1)[C@@H](CO)c1c2c2ccc(OC)cc2n1C,-5.6
CC(C)C#Cc1ccc([C@H]2[C@@H](CO)N(C(=O)C3CCOCC3)[C@H]2C#N)cc1,-1.1

# 3 entries from above in another layout.
canonical_smiles	TcdB inh
C[C@@H]1CN([C@@H](C)CO)C(=O)c2cc(NC(=O)NC3CCCCC3)ccc2O[C@@H](C)CCCCO[C@H]1CN(C)Cc1ccc(Cl)c(Cl)c1	-0.8
CCC(=O)N1[C@@H](CO)[C@@H](c2ccccc2)[C@@H]1CN(CC)C(=O)NC1CCCC1	-0.5
C[C@H](CO)N1C[C@H](C)[C@@H](CN(C)C(=O)Cc2ccccn2)Oc2ncc(C#C[C@@H](C)O)cc2C1=O	-0.4
